High-throughput results from PubChem.
MrgX1 PAM: positive allosteric modulators of MrgX1, primary screen, HEK293 cells, Fluo-4 calcium flux; 310,000 tested, 0.63% active; AID 588675, 2011; FDSS; active compounds read high; Mas-related G-protein coupled receptor member X1 (Homo sapiens), Q96LB2; B-score at 10 µM;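 active = plate-corrected calcium response at least 3 library SD above typical, normal starting fluorescence, not activating the receptor alone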;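 also: compound read alongside a low EC10 to EC30 dose of BAM8-22 agonist; peak minus trough fluorescence over baseline measured at the second addition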
KCNQ1 pot: potentiators or activators of KCNQ1 channel, primary screen, cell-based, thallium flux, high-throughput | B-score at 10 µM | CHO-K1 KCNQ1, thallium flux FluxOR fluorescence; active compounds read high | Potassium voltage-gated channel subfamily KQT member 1 (Homo sapiens), P51787 | 310,000 tested, 0.35% active;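 active = fluorescence ratio B-score, a plate-corrected score, at least three library SD, with initial intensity B-score within 5 SD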
Target sequence (P51787 whole entry, looked up): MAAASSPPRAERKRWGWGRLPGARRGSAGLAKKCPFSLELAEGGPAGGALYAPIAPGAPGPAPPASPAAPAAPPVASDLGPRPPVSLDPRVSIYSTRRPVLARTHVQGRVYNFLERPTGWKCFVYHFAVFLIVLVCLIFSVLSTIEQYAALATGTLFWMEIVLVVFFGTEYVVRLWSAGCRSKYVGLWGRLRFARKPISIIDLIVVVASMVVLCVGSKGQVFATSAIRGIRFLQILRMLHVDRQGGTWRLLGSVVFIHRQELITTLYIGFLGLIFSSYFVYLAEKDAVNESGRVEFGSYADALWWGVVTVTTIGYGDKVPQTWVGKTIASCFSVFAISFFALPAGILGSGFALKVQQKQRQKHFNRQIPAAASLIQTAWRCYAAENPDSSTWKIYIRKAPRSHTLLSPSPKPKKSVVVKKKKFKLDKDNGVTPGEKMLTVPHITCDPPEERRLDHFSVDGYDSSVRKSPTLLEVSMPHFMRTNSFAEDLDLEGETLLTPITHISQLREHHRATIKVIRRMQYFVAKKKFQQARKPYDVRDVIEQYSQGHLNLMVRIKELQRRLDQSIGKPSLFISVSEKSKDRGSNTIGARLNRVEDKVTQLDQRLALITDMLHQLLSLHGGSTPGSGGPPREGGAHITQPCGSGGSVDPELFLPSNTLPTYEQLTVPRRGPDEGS
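Doses: Single concentration per compound, DMSO matched to controls | Test system: KCNQ1-transfected CHO-K1 cells | Timing: 90 min dye loading and 20 min compound exposure, both at room temperature | Measured by: Kinetic FluxOR thallium fluorescence, 10-s 1-Hz baseline, 110-s post-stimulus read | Medium: Assay buffer with matched DMSO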
RGS4 act: RGS4 potentiators or activators, primary screen, cell-based, HEK293 M3R inducible RGS4, calcium flux | carbachol calcium flux Fluo4; active compounds read low | B-score at 10 µM | 310,000 tested, 0.92% active | AID 463111, 2010;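 active = B-score of the integrated calcium signal more than 4 SD below the library mean, with starting fluorescence not abnormally high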;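 also: negative B-score means reduced calcium response which marks RGS4 activation or potentiation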
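System – HEK293 FlpIn-TREx cells, stable M3R, doxycycline-inducible RGS4 · Reagent – ECmax carbachol challenge · Times – compound preincubation 20 min at room temperature before agonist · Technique – Fluo4 fluorescence kinetic imaging of calcium · Measure – B score of integrated Fluo4 ratio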
RGS4 inh: RGS4 inhibitors, primary screen, cell-based, HEK293 M3R inducible RGS4, calcium flux; Fluo-4 calcium flux; active compounds read high; triggered by carbachol at its EC20; Regulator of G-protein signaling 4 (Homo sapiens), P49798; B-score at 10 µM; 310,000 tested, 0.45% active;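 active = B-score, a plate-corrected calcium signal, over three deviations above library mean, with baseline fluorescence within five deviations of library mean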;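 also: RGS4 expression induced by doxycycline in cells with stable M3 receptor; B-score is computed from the integrated fluorescence ratio over baseline after carbachol; higher B-score means a larger calcium signal and so more RGS4 inhibition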
hERG protect: hERG rescue from dofetilide block, primary screen, cell-based, CHO-hERG, FluxOR thallium flux, dofetilide IC70; Voltage-gated inwardly rectifying potassium channel KCNH2 (Homo sapiens), Q12809; dofetilide IC70 present; activation (rescue from dofetilide block), less the hit threshold, % at 10 µM; 310,000 tested, 0.51% active; AID 1511, 2009;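 active = activation above the mean of controls blocked by dofetilide plus 5 SD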;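 also: thallium influx through hERG after potassium depolarization seen as dye fluorescence rise; in these data hits start at about 4.7%; inactives centre near -7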
MrgX1 agonist: agonists of human MrgX1 receptor, primary screen, HEK293 cells, Fluo-4 calcium flux; Mas-related G-protein coupled receptor member X1 (Homo sapiens), Q96LB2; Fluo-4 calcium fluorescence, agonist mode; active compounds read high; B-score at 10 µM; 310,000 tested, 0.44% active;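 active = calcium response B-score plate-corrected fluorescence ratio at least 3 library SD, with starting fluorescence B-score inside 5 SD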
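Material: MrgX1-expressing HEK293 cells / Dosing: compound as first of three additions / Incubation: overnight seeding, then 1 h dark dye loading / Signal: Fluo-4 NW calcium fluorescence / Evaluation: B-scored fluorescence response ratio / Benchmarks: positive and negative control wells on each plate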
KCNK3 inh: human KCNK3 channel inhibitors, primary screen, CHO cells, FluxOR thallium flux, B-score; Potassium channel subfamily K member 3 (Homo sapiens), O14649; FluxOR fluorescence; active compounds read low; AID 602410, 2012; B-score at 10 µM; 340,000 tested, 0.84% active;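 active = B-score under library mean minus 4 SD, starting fluorescence ratio at most library mean plus 5 SD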;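 also: more negative B-score means stronger inhibition of thallium flux through KCNK3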
KCNQ1 inh: inhibitors of human KCNQ1 channel, primary screen, cell-based, thallium flux, high-throughput; 310,000 tested, 1.3% active; B-score at 10 µM; AID 2642, 2010; Potassium voltage-gated channel subfamily KQT member 1 (Homo sapiens), P51787; CHO-K1 KCNQ1, FluxOR thallium flux fluorescence; active compounds read high;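 active = compounds whose thallium flux B-score, printed positive for inhibition, exceeds three library SD while starting fluorescence stays within three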;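 also: channel opened by potassium depolarization with thallium stimulus after 20 min compound exposure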
ANO1 block: TMEM16A chloride channel inhibitors, primary screen, cell-based, HTS; 310,000 tested, 1.2% active; AID 588511, 2011; HEK293 TMEM16A/YFP iodide influx fluorescence, ionomycin; normalized B-score (activity score, 25-100; higher = stronger inhibition) at 10 µM; Anoctamin-1 (Mus musculus), Q8BHY3;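 active = ratio plate-corrected score three or more library SD toward inhibition, starting fluorescence score within five deviations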;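 also: score derived from kinetic fluorescence span divided by baseline fluorescence per well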
KCNK9 block: KCNK9 potassium channel inhibitors, primary screen, HEK293 cells, thallium flux | Potassium channel subfamily K member 9 (Homo sapiens), Q9NPC2 | FluxOR thallium flux fluorescence; active compounds read low | B-score at 10 µM | 310,000 tested, 1.2% active;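 active = ratio B-score over 3 SD below the library mean, with starting fluorescence within 5 SD of its mean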;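 also: negative B-score means less thallium flux so channel inhibition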
Target sequence (Q9NPC2 whole entry, looked up): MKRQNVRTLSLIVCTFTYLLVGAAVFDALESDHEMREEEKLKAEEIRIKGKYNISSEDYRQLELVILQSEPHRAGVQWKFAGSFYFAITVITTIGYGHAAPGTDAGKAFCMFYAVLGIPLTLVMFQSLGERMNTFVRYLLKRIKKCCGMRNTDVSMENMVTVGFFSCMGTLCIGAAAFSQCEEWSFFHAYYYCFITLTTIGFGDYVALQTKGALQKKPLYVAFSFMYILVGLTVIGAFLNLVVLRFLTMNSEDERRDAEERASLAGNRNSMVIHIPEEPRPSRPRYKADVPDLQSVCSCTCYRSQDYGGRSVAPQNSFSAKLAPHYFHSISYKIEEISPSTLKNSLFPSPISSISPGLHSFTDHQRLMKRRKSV
ANO1 activ: TMEM16A chloride channel activators or potentiators, primary screen, cell-based, HTS; Anoctamin-1 (Mus musculus), Q8BHY3; HEK293 TMEM16A/YFP-H148Q/I152L, iodide quench fluorescence; active compounds read low; B-score at 10 µM; 340,000 tested, 0.3% active;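 active = fluorescence-ratio B-score plate-corrected deviation score at least 3 library SD below zero, with starting fluorescence score within 5 deviations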;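 also: channel opened by trigger with iodide after compound preincubation; score built on the fluorescence ratio of max minus min over baseline; more negative score means more quench and so TMEM16A activation or potentiation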
The depositor's hits bear a star; i = inactive; . = not tested or not shown. Random draw from the library, and some 6.3% of all compounds hit somewhere here.

SMILES	MrgX1 PAM	KCNQ1 pot	RGS4 act	RGS4 inh	hERG protect	MrgX1 agonist	KCNK3 inh	KCNQ1 inh	ANO1 block	KCNK9 block	ANO1 activ
O=C(N/C(=C/c1cccs1)C(=O)N1CCCCCC1)c1ccccc1	i	i	i	i	-10.1	i	i	i	i	i	i
Cc1nn2c([nH]c(=O)c3ccccc32)c1C=O	i	i	i	i	-6.2	i	i	i	i	i	i
CCN1C(=O)C2(SC(NC(C)=O)=NN2C(C)=O)c2cc(C)cc(C)c21 (stereo not drawn)	i	i	i	i	-1.0	i	i	i	i	i	i
CC(C)CNC(=O)COC(=O)c1ccc(Cl)c(S(=O)(=O)N2CCc3ccccc32)c1	i	i	i	i	-5.4	i	i	i	i	i	i
Cc1ccc(C)c(CNS(=O)(=O)c2c(C(=O)N3CCCC3)c(C)n(C)c2C)c1	i	i	i	i	-9.4	i	i	i	i	i	i
COc1ccc(Cc2nnc(NC(=O)C3CCCO3)s2)cc1OC (stereo not drawn)	i	i	i	i	-11.3	i	i	i	i	i	i
Cc1cc(NC(=O)c2sc(Nc3ccc(F)c(Cl)c3)nc2N)no1	i	i	i	i	-7.7	i	i	i	i	i	i
CS(=O)(=O)N1CCN(CC(=O)NC2CCCCC2)CC1	i	i	i	i	-4.6	i	i	i	i	i	i
Clc1ccc(-n2nnc(-c3cccnc3)n2)cc1Cl	i	i	i	i	-3.4	i	i	i	i	i	i
COC(=O)C1=C(C)N(c2ccc(C)c(C)c2)/C(=C/c2ccc(O)cc2)C1=O	i	i	i	i	-9.2	i	i	i	i	i	i
CSc1ncc(Cl)c(C(=O)Nc2cccnc2)n1	i	i	i	i	-3.9	i	i	i	i	i	.
Cc1nc(C)c(-c2csc(Nc3ccc(F)cc3)n2)s1	i	i	i	i	-9.0	i	i	i	25*	i	i
COc1ccc(C(=O)N2CCN(Cc3ccccc3C(F)(F)F)CC2)cc1	i	i	i	i	-3.2	i	i	i	i	i	i
CCSc1ncc(Cl)c(C(=O)Nc2ccc(S(=O)(=O)Nc3onc(C)c3C)cc2)n1	i	i	i	i	-9.8	i	i	i	i	i	i
O=C(O)c1ccc(/C=N/NC(=S)NC2CCCCC2)cc1	i	i	i	i	-12.1	i	i	i	i	i	i
O=C(Oc1cc(=O)oc2ccccc12)c1ccco1	i	i	i	i	-6.0	i	i	i	i	i	i
C=CCn1c(COc2ccc(OC)cc2)nc2ccccc21	i	i	i	i	-5.5	i	i	i	i	i	i
COc1ccc(/C=C(/NC(=O)c2ccccc2)C(=O)Nc2cccc(C(=O)O)c2)cc1	i	i	i	i	-11.8	i	i	i	i	i	i
CCOc1ccc2[nH]c(C(=O)N/N=C/c3cccc(OC)c3OC)cc2c1	i	i	i	i	-5.3	i	i	i	i	i	i
COC(=O)NCCOc1cc(C)ccc1C	i	i	i	i	-3.2	i	i	i	i	i	i
Cc1ccc(C(=O)NNc2c3ccccc3nc3ccccc23)cc1	i	i	i	i	-10.0	i	i	i	i	i	i
CCOc1cc(/C=N/NC(=O)c2cccnc2)cc(Br)c1OCC(N)=O	i	i	i	i	-15.9	i	i	i	i	i	i
O=C(O)CSc1nnc(COc2cccc3ccccc23)n1Cc1ccccc1	i	i	i	i	0.5	i	i	i	i	i	i
Cc1ccc(NC(=O)COC(=O)CNC(=O)c2ccc(Br)cc2)c(C)c1	i	i	i	i	-7.0	i	i	i	i	i	i
CCOC(=O)C1=C(c2ccccc2)Nc2ncnn2C1c1cccc(O)c1 (stereo not drawn)	i	i	i	i	-13.4	i	i	i	i	i	i
CC(=O)C1=C(C)NC2(O)c3ccccc3C(=O)C12O (stereo not drawn)	i	i	i	i	-7.7	i	i	i	i	i	i
CC(C)c1c(O)nc(SCc2ccc(F)cc2)[nH]c1=O	i	i	i	i	-8.2	i	i	i	i	i	i
CS(=O)(=O)c1ccc(NC(=O)c2ccc3c(c2)S(=O)(=O)N=C2CCCCCN23)cc1	i	i	i	i	-5.9	i	i	i	i	i	i
O=C(CN1CCN(C(=O)c2ccco2)CC1)NCc1ccc(Cl)cc1	i	i	i	i	-12.3	i	i	i	i	i	i
Cc1ccc(S(=O)(=O)N/N=C/c2ccccc2O)cc1	i	i	i	i	-8.2	i	i	i	i	i	.
CC(C)CC1Nc2ccc(C(=O)NCCCN3CCCCC3C)cc2NC1=O (stereo not drawn)	i	i	i	i	0.1	i	i	i	i	i	i
O=C(COC(=O)c1ccncc1)c1ccccc1	i	i	i	i	-1.6	i	i	i	i	i	i
O=C(C1=C[C@H](c2ccccc2)C[C@H](OCc2ccc(CO)cc2)O1)N1CCOCC1	i	i	i	i	-7.9	i	i	i	i	i	i
COc1ccc(CCNC(=O)c2cccs2)cc1OC	i	i	i	i	-19.1	i	i	i	i	i	i
CCOC(=O)N1CCN(C(=O)C2CCN(S(=O)(=O)c3ccc(C)cc3)CC2)CC1	i	i	i	i	-2.3	i	i	i	i	i	i
COC(=O)C1CCN(Cc2c(C(=O)N3C[C@@H](C)O[C@@H](C)C3)nc3ccc(Cl)cn23)CC1	i	i	i	i	-4.8	i	i	i	i	i	i
COc1ccc(N(CC(=O)Nc2ccccc2OC)S(=O)(=O)c2ccc(NC(C)=O)cc2)cc1	i	i	i	i	-18.5	i	i	i	i	i	i
COCCn1c(C)cc(C(=O)COc2ncnc3ccc(Br)cc23)c1C	i	i	i	i	-12.3	i	i	i	i	i	i
CC(C)c1cc(NC(=O)c2ccccc2)cc(C(C)C)c1O	i	i	i	i	-3.3	i	i	i	i	i	i
O=C(COC(=O)CSc1ccc2ccccc2c1)NC1CC1	i	i	i	i	-3.4	i	i	i	i	i	i
COc1cc(/C=C/C(=O)O)cc(S(=O)(=O)Nc2ccccc2Cl)c1OC	i	i	i	i	-4.2	i	i	i	i	i	i
CC(=O)Nc1ccc(/C=N/NC(=O)c2cccc(S(=O)(=O)N3CCOCC3)c2)cc1	i	i	i	i	-8.8	i	i	i	i	i	i
CCn1c(CNc2ccc(C)cc2)nnc1SCC(N)=O	i	i	i	i	-17.6	i	i	i	i	i	i
Cc1cc(=O)[nH]c(SCC(=O)O)c1C#N	i	i	i	i	0.0	i	i	i	i	i	i
CN(C)c1ccc(C(C(=O)NCc2ccccc2)N(Cc2ccco2)C(=O)c2snc(C(N)=O)c2N)cc1 (stereo not drawn)	i	i	i	i	-13.9	i	i	i	i	i	i
CN(C)CCNC(=O)c1c(CSc2ccc(Cl)cc2)noc1C(=O)NCc1ccccc1	i	i	i	i	-4.1	i	i	i	i	i	i
CCOc1ccc(S(=O)(=O)N2CCCC(C(=O)NCc3cccnc3)C2)cc1Cl (stereo not drawn)	i	i	i	i	-10.7	i	i	i	i	i	i
N#Cc1c(/N=C/C=C/c2ccccc2)sc2c1CCCC2	8*	i	i	i	-7.8	i	i	i	i	i	i
Cc1cccc(-c2nnc(-c3ccc(N)cc3)o2)c1	i	i	i	i	-11.0	i	i	i	i	i	i
COC(=O)c1noc(-c2ccc(C)cc2)n1	i	i	i	i	-7.8	i	i	i	i	i	i
Cc1cc(C(=O)Nc2cc(C)on2)on1	i	i	i	i	-6.5	i	i	i	i	i	i
CC(C)n1c(NCCc2ccccc2)nc2c1c(=O)n(C)c(=O)n2C	i	i	i	i	-5.7	i	i	i	i	i	i
CCc1nc2ccccc2n1CC(=O)N1CCN(Cc2ccccc2)CC1	i	i	i	i	-4.3	i	i	i	i	i	i
CC(C)N1CCN(C(=O)c2ccc([N+](=O)[O-])cc2)CC1	i	i	i	i	-8.1	i	i	i	i	i	i
CCCCc1ccc(Nc2ncnc3nc[nH]c23)cc1	i	i	i	i	-14.5	i	i	i	i	i	i
COc1ccc(C(=O)NCC(=O)OCc2cccc(Br)c2)cc1	i	i	i	i	-6.7	i	i	i	i	i	i
COc1ccc(/C=C2\SC(=S)N(CCC(=O)Nc3cccc(O)c3)C2=O)cc1OC	i	i	i	i	-5.5	i	i	i	i	i	i
CNC(=O)C1(C(F)(F)F)C/C(=C\CCO)CCCO1 (stereo not drawn)	i	i	i	i	-0.3	i	i	i	i	i	i
CC(=O)Nc1ccc(OC(=O)c2cc3cc(Br)cc(Br)c3oc2=O)cc1	i	i	i	i	-5.0	i	.	i	i	i	.
CCOc1ccccc1-n1c(SCC(=O)N(C(C)C)C(C)C)nnc1-c1cccnc1	i	i	i	i	-6.5	i	i	i	i	i	i
Following part.
SMILES	MrgX1 PAM	KCNQ1 pot	RGS4 act	RGS4 inh	hERG protect	MrgX1 agonist	KCNK3 inh	KCNQ1 inh	ANO1 block	KCNK9 block	ANO1 activ
COc1ccccc1C(NC(=O)CC(C)C)c1c(O)ccc2ccccc12 (stereo not drawn)	i	i	i	i	-2.2	i	i	i	i	i	i
O=C(NNC(=O)c1cc(Cl)ccc1O)c1ccc(NS(=O)(=O)c2cccs2)cc1	i	i	i	i	-33.1	i	i	i	i	i	i
O=C(/C=C/c1cccc([N+](=O)[O-])c1)NCCc1ccc(F)cc1	i	i	i	i	-5.9	i	i	i	i	i	i
Cc1ccc2c(CN3CCCCC3)cc(=O)oc2c1	i	i	i	i	-4.1	i	i	i	i	i	i
O=C(CNC(=O)c1ccco1)Nc1ccc(OC(F)F)cc1	i	i	i	i	-8.1	i	i	i	i	i	i
COc1cc(CNCC2CCCO2)ccc1OCC(N)=O (stereo not drawn)	i	i	i	i	-2.4	i	i	i	i	i	i
CCN(CC)C(=O)CSc1nc2nc(C)cc(C)c2c(=O)[nH]1	i	i	i	i	-1.2	i	i	i	i	i	i
